Assay outcomes (PubChem BioAssay)
IEC-6 tox: counter-screen for KLF5 inhibitors: cytotoxicity in IEC-6 cells. IEC-6 cytotoxicity, luminescence viability. 0.78% of 290,000 active. inhibition, % at 5 µM; in the data active = inhibition above about 22%;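 note: 0% = plate median of test compound wells and 100% = cytotoxic reference compound wells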
HIF activator: HIF pathway transcriptional activation | U2OS HRE-luciferase reporter, luminescence; normalized: DMSO 0%, desferrioxamine 100% | activation, % at 7.5 µM (by protocol) | 0.32% of 300,000 active | AID 1910;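 active = mean activation of at least 10% of the iron chelator positive control signal, with at least half of replicates also reaching 10%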
aSyn UTR inh: 5' untranslated region of α-synuclein, MLPCN primary screen. AID 1813. inhibition, % (tested at 7.5 µM). alpha-synuclein 5'UTR reporter, inhibitor activity. 0.82% of 300,000 active; in the data active = inhibition above about 60%;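 note: H4 neuroglioblastoma cells stably carrying SNCA 5'UTR luciferase fusion; 0% = DMSO wells and 100% = positive control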
TRPC4 potent: allosteric potentiators of mouse TRPC4 channel. HEK293 TRPC4beta/mu-opioid, DAMGO EC20, Fluo-4 Ca2+ flux; active compounds read high. AID 2227. B-score at 10 µM. 0.42% of 310,000 active;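 active = B-score of calcium response area above 5 SD of library B-scores, with initial fluorescence ratio within 5 SD of library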;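 note: B-score of integrated fluorescence ratio over time as area under calcium response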
KLF5 inhibitor: suppresses KLF5 promoter-driven expression | AID 1700 | inhibition, % at 5 µM | 0.23% of 290,000 active | DLD-1 KLF5 promoter-luciferase reporter, luminescence;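 active = inhibition above a per-plate limit of that plate's mean compound inhibition plus 3 SD, cut at about 60% in these data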;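 note: 0% = DMSO wells and 100% = LY294002 at 200 µM; higher means less KLF5 promoter-driven luciferase light; inactives centre near -14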
TRPC6 inh: mouse TRPC6 channel inhibition; HEK293-TRPC6, membrane potential dye, ACh-evoked depolarization; active compounds read low; Q61143; B-score at 10 µM; 1.1% of 310,000 active; AID 2553;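 active = B-score under library mean minus 3 SD, initial fluorescence not abnormally high, positive integrated signal ratio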;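 note: B-score derived from integrated fluorescence ratio over the kinetic read; more negative B-score means stronger inhibition of depolarization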
Target sequence (Q61143 whole entry, looked up): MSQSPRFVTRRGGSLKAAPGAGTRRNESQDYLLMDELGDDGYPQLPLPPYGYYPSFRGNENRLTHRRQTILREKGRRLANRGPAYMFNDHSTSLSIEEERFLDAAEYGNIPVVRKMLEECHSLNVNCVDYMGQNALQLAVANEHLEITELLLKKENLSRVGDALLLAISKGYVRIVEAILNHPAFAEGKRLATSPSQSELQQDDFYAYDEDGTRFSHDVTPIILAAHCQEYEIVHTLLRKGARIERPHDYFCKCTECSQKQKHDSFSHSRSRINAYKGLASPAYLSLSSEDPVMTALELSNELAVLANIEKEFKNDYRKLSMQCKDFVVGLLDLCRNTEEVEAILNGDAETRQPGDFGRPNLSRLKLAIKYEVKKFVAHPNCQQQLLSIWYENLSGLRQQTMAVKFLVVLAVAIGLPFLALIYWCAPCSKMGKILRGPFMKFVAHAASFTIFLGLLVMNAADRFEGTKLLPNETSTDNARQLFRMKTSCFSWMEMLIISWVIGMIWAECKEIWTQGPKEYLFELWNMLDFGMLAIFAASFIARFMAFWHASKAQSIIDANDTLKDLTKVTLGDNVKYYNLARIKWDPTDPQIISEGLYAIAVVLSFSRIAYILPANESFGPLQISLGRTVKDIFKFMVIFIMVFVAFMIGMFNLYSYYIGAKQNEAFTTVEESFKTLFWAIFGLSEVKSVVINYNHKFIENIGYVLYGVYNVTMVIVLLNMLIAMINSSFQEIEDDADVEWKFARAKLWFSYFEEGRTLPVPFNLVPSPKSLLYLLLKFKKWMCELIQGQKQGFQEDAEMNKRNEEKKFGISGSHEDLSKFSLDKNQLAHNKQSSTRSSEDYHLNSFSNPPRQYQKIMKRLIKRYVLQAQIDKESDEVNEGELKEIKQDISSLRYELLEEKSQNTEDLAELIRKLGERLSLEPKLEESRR
TRPC6 activator: activates the mouse TRPC6 cation channel; Q61143; HEK293-TRPC6 membrane potential dye fluorescence; active compounds read high; B-score at 10 µM; 0.13% of 310,000 active; AID 2550;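 active = B-score of the integrated fluorescence ratio above library mean plus 3 SD, and starting fluorescence ratio within library mean plus 5 SD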;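 note: higher score means more depolarization so channel activation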
TRPC4 act: TRPC4 (mouse) channel activation; Q9QUQ5; HEK293 TRPC4beta/mu-opioid, Fluo4 calcium fluorescence; active compounds read high; B-score at 10 µM; 0.49% of 310,000 active;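 active = B-score above 5 SD of library B-scores, and initial fluorescence ratio not above library mean plus 5 SD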;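 note: positive B-score marks a calcium rise read as TRPC4 activation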
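Incubation: 45 min room-temperature Fluo4 loading, 110 s read / System: HEK293 cells stably co-expressing mouse TRPC4beta and mu-opioid receptor / Signal: Fluo4 fluorescence, kinetic / Control set: buffer (low) and maximal DAMGO (high) / Measure: integrated baseline-normalised fluorescence ratio, converted to per-well B score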
SKKanGAS inh: blocks kanamycin growth of S. pyogenes SKKanGAS strain. BacTiter-Glo, 6 h. inhibition, % at 7.5 µM. 1.3% of 300,000 active. AID 1662;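 active = mean replicate score, as percent of positive control median, at least 50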;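 note: strain carries kanamycin resistance gene driven by streptokinase promoter and grows in 40 µg/ml kanamycin; loss of luminescence reflects streptokinase promoter inhibition or plain growth inhibition; 0% = median of DMSO wells and 100% = positive control at its reference dose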
MrgX1 antagonist: human MrgX1 receptor antagonism, primary screen; Q96LB2; MRGX1-HEK293 calcium flux, Fluo-4, BAM8-22 antagonism; active compounds read low; B-score at 10 µM; 1.3% of 310,000 active;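 active = calcium-response B-score plate-corrected more than 3 library SD below zero, starting fluorescence within 5 deviations, no agonist response on first addition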;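 note: peak minus trough fluorescence over baseline after final BAM8-22 challenge near maximal dose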
TRPC4 block: TRPC4 (mouse) channel inhibition. Q9QUQ5. HEK293 TRPC4beta/mu-opioid, DAMGO-evoked Fluo4 calcium flux; active compounds read low. B-score at 10 µM. 0.39% of 300,000 active. AID 2247;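 active = B-score over 3 SD under the library average, no early fluorescence shift, positive overall ratio signal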
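Material: HEK293 cells with stable TRPC4beta plus mu-opioid receptor expression; probe or stimulus: DAMGO in two steps, submaximal then maximal; technique: Fluo4 calcium fluorescence by kinetic imaging, 5 s 1 Hz baseline; measure: integrated fluorescence ratio relative to baseline, converted to per-well B score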
Starred values were filed as active, the others as inactive; i = inactive; / = no result given. Not a hit list; overall some 5.8% were active at least once.

Results follow in this order: KLF5 inhibitor	IEC-6 tox	TRPC6 inh	MrgX1 antagonist	TRPC4 potent	SKKanGAS inh	TRPC6 activator	TRPC4 block	HIF activator	TRPC4 act	aSyn UTR inh
- CCN1CCN(c2ccc(S(=O)(=O)N3CCOCC3)cc2NC(=O)CCOc2ccccc2)CC1
 : -39	-1	i	i	i	-2	i	i	0.0	i	-6
- COc1ccc(CC(=O)NCCS(=O)(=O)N2CCN(c3ccc(F)cc3)CC2)cc1OC
 : -2	2	i	i	i	1	i	i	-0.5	i	10
- Cc1cc(OCC(=O)N(C)c2c(N)n(Cc3ccccc3)c(=O)[nH]c2=O)c(C(C)C)cc1Cl
 : /	/	i	i	i	-26	i	i	0.6	i	-7
- Cc1cnc2cc([N+](=O)[O-])ccc2n1
 : 15	-16	i	i	i	0	i	i	-1.5	i	-8
- Cc1cc(-c2ccccc2)nc(-c2ccccc2)c1C
 : 0	-1	i	i	i	17	i	i	-0.4	i	13
- Cc1ccc(NC(=O)N2CCCC(C(=O)O)C2)cc1 (stereo not drawn)
 : -5	-2	i	i	i	-19	i	i	0.9	i	-9
- O=C1c2ccccc2C(=O)N1CCc1c[nH]c2ccc(O)cc12
 : -54	-8	i	i	i	5	i	i	-0.4	i	6
- Cn1c(SCC(=O)N2CCOCC2)nnc1-c1ccccc1
 : -9	-2	i	i	i	9	i	i	-0.2	i	-27
- CN1CCN(CCCNC(=O)c2ccc(Cn3c(=S)[nH]c4ccc(Br)cc4c3=O)cc2)CC1
 : -18	-3	i	i	i	-3	i	i	0.2	i	29
- COc1ccccc1CCN1CCCC(CN(C)C(=O)CCC(N)=O)C1 (stereo not drawn)
 : -31	-3	i	i	i	2	i	i	-2.8	i	7
- O=C(COc1ccc([N+](=O)[O-])cc1)Nc1ccc(S(=O)(=O)N2CCOCC2)cc1
 : -33	-4	i	i	i	2	i	i	-0.4	i	6
- O=C(c1ccco1)N1CCN(CCCCOc2ccc(F)cc2)CC1
 : -6	-7	i	i	i	2	i	i	1.5	i	5
- CCOc1ccc(OCCOC(=O)CNC(=O)c2ccc(Cl)cc2Cl)cc1
 : /	/	i	-7*	i	-5	i	i	0.5	i	-7
- O=C(c1ccccc1)c1ccc2nc(Nc3ccccc3)c3nncn3c2c1
 : -8	4	i	i	i	20	i	i	-0.4	i	7
- Cc1cc(S(=O)(=O)N2CCCC2)ccc1OCC(=O)NCc1ccco1
 : -11	-2	i	i	i	-3	i	i	0.1	i	10
- Cn1c(N)c(C(=O)COC(=O)C2CCC(C(C)(C)C)CC2)c(=O)n(C)c1=O (stereo not drawn)
 : -11	-1	i	i	i	4	i	i	-0.4	i	-6
- Cc1cccn2c(=O)c(/C=N/O)c(Nc3ccccc3F)nc12
 : -4	4	i	i	i	1	i	i	-0.2	i	-13
- CNS(=O)(=O)c1ccc(NS(=O)(=O)c2ccccc2F)cc1
 : -18	2	i	i	i	-5	i	i	-0.1	i	2
- Clc1ccc(-c2cn3nc4c(nc3n2)CCCC4)cc1
 : -24	3	i	i	i	-6	i	i	-2.6	i	88*
- CSc1nnc(CCNS(=O)(=O)c2ccccc2Br)n1C
 : -25	5	i	i	i	5	i	i	0.3	i	0
- CCCCCC(=O)NNC(=S)NC(=O)c1ccccc1[N+](=O)[O-]
 : -8	-2	i	i	i	0	i	i	-0.4	i	1
- CN1/C(=C\C(=O)c2cccnc2)C(C)(C)c2ccccc21
 : 20	0	i	i	i	0	i	i	0.2	i	-7
- Cc1ccc(N(C(=O)CNC(=O)c2ccco2)C(C(=O)NC2CCCCC2)c2ccncc2)c(C)c1 (stereo not drawn)
 : -15	0	i	i	i	8	i	i	-0.2	i	-19
- COc1cc(OC)cc(C(=O)Nc2ccc(Cn3ccnc3)cc2)c1
 : 2	7	i	i	i	10	i	i	-0.9	i	-41
- Cc1cccc2c(SCC(N)=O)nc(-c3ccccc3)nc12
 : -53	-2	i	i	i	-4	i	i	1.1	i	11
- COc1ccc(OC)c(Nc2nc(-c3c(C)nc4ncccn34)cs2)c1
 : -5	7	i	i	i	2	i	i	1.2	i	-14
- CC(C)(C)n1ncc2c(=O)n(Cc3c(F)cccc3Cl)cnc21
 : -16	-4	i	i	i	-1	i	i	-0.1	i	-33
- COc1ccc(/C=C2\CC/C(=C\c3ccc(OC)c(OC)c3)C2=O)cc1OC
 : 8	6	i	i	i	6	i	i	0.8	i	-74
- COc1ccc(OC)c(/C=C2\Oc3cc(OCC(=O)N4CCC(C(=O)O)CC4)ccc3C2=O)c1
 : -15	1	i	i	i	26	i	i	-0.1	i	20
- O=C(Nc1c2c(nn1-c1ccc(F)cc1)CS(=O)(=O)C2)c1ccc(Br)o1
 : -2	0	i	i	i	-1	i	i	-0.1	i	-2
- O=C(C1=C[C@H](C2CC2)C[C@H](OCc2ccc(CO)cc2)O1)N1CCN(Cc2ccc3c(c2)OCO3)CC1
 : -10	0	i	i	i	0	i	i	0.8	i	21
- Cn1nc([N+](=O)[O-])c(C(C#N)c2nc3ccccc3n2C)c(Cl)c1=O (stereo not drawn)
 : -10	-4	i	i	i	8	i	i	-0.8	i	-27
- Cc1c(NC(=O)C2CC(c3c(F)cccc3Cl)=NO2)c(=O)n(-c2ccccc2)n1C (stereo not drawn)
 : -3	2	i	i	i	-1	i	i	-1.2	i	3
- CCOc1ccc(-c2csc(N)c2C(=O)OC)cc1
 : -7	6	i	i	i	-1	i	i	0.6	i	-11
- COc1ccc(-c2cc(C(=O)Oc3ccc([N+](=O)[O-])cc3)c3ccccc3n2)cc1
 : -21	6	i	i	i	16	i	i	0.2	i	-28
- O=P(O)(CCCP(=O)(O)CCc1ccccc1)CCc1ccccc1
 : /	/	i	i	i	3	i	i	0.3	i	-8
- CCOC(=O)c1cc2cc(OC)ccc2nc1C
 : -6	0	i	i	i	-7	i	i	0.4	i	-18
- CCc1c(C)nc2nc(NC(C)=O)[nH]n2c1=O
 : -42	3	i	i	i	-7	i	i	0.2	i	-50
- CC(=NCc1ccco1)c1c(O)n(C2CCCCC2)c(=O)[nH]c1=O
 : -14	4	i	i	i	-5	i	i	0.4	i	24
- CCN(CC(=O)NC(C)C)Cc1nc2sc3c(c2c(=O)[nH]1)CCC3
 : -28	4	i	i	i	5	i	i	-0.7	i	-2
- CNCc1ccccc1Sc1cccc(O)c1
 : 23	-7	i	i	i	1	i	i	-2.3	i	-5
- COC(=O)c1c(C)[nH]c(C(=O)/C=C/c2ccc(C)cc2)c1C
 : 27	-1	i	i	i	3	i	i	3.3	i	-73
- COc1ccc(N2CCN(C(=S)Nc3ccccc3)CC2)cc1
 : -14	0	i	i	i	-5	i	i	-0.3	i	12
- CN(C)/C=N/c1sc2c(c1C#N)CCCC2
 : -27	3	i	i	i	-2	i	i	1.1	i	-80
- Cc1ccc(O)c(NC(=O)Cc2ccc3ccccc3c2)c1
 : 4	2	i	i	i	2	i	i	0.2	i	11
- O=C(NNc1nccc(C(F)(F)F)n1)Nc1cccc(Cl)c1
 : -17	3	i	i	i	2	i	i	-0.5	i	0
- Cc1ccc(OCC(=O)NCCC2=CCCCC2)cc1
 : 0	-6	-5*	i	i	-2	i	i	-0.1	i	5
- COc1cccc(CN(C)Cc2nc3cc(C(F)(F)F)ccc3c(=O)[nH]2)c1
 : -2	2	i	i	i	1	i	i	-1.1	i	-3
- O=C(NNc1ccc(-c2csnn2)cc1)c1ccccc1C(F)(F)F
 : -25	1	i	i	i	1	i	i	-0.7	i	-30
- O=C(NC(=S)NCc1ccccc1)c1ccccc1
 : -7	-5	i	i	i	-1	i	i	-0.4	i	-6
- NS(=O)(=O)c1ccc(Nc2nc(-c3ccc4ccccc4c3)cs2)cc1
 : -36	-3	i	i	i	-4	i	i	0.5	i	-37
- Nc1c(-c2ccccc2)c(CN2CCOCC2)nn1-c1ccc(F)cc1
 : 5	-3	i	i	i	-2	i	i	0.3	i	8
- Cc1cc(NC(=O)c2ccoc2C)no1
 : -8	2	i	i	i	2	i	i	0.3	i	-15
- COc1ccc(/C=C(\C#N)c2nc3ccc(C)cc3[nH]2)cc1Oc1ccc(C(F)(F)F)cc1[N+](=O)[O-]
 : -8	-2	i	i	i	5	i	i	0.7	i	-85
- O=C(Nc1nc(-c2cccs2)cs1)c1ccco1
 : -116	3	i	i	i	5	i	i	-0.4	i	-85
- O=C1NC2(CCCCC2)C(=O)N1Cc1ccc([N+](=O)[O-])cc1
 : 4	-3	i	-7.2*	i	2	i	i	-0.4	i	-28
- CCOc1ccc(C(=O)Nc2ccc(N3CCN(C(C)=O)CC3)cc2)cc1[N+](=O)[O-]
 : 4	1	i	i	i	6	i	i	0.0	i	-3
- NC1=NC(=O)C(Cc2cccc(Cl)c2Cl)S1 (stereo not drawn)
 : -10	5	i	i	i	-7	i	i	-0.2	i	-22
- O=C(Nc1ccc(Br)cc1)C1CCCN(S(=O)(=O)c2cccnc2)C1 (stereo not drawn)
 : 4	5	i	i	i	-33	i	i	-0.4	i	-12
- COC(=O)[C@@H]1C[C@@]2(Br)c3ccccc3N(S(=O)(=O)c3ccccc3)[C@H]2N1C(=O)OC
 : /	/	i	-6*	i	2	i	i	-1.6	i	23

Continuation.
Results follow in this order: KLF5 inhibitor	IEC-6 tox	TRPC6 inh	MrgX1 antagonist	TRPC4 potent	SKKanGAS inh	TRPC6 activator	TRPC4 block	HIF activator	TRPC4 act	aSyn UTR inh
- CCCC(=O)NCCc1ccc(S(N)(=O)=O)cc1
 : -24	-6	i	i	i	1	i	i	-0.3	i	-12
- Cc1nc(C)c(-c2csc(N)n2)s1
 : -17	2	i	i	i	1	i	i	-0.4	i	10
- O=C1Nc2ccccc2C1Cc1ccc(OC(F)(F)F)cc1 (stereo not drawn)
 : -24	2	i	i	i	6	i	i	-5.2	i	9
- Cc1nn(C)c(=O)n1-c1ccc(Oc2ccccc2)cc1
 : -14	-4	i	i	i	9	i	i	0.0	i	-8
- CC(=O)Nc1ccc2oc(-c3ccccc3Br)nc2c1
 : -134	7	i	i	i	-18	i	i	0.7	i	-27
- Cc1ccc(OCC(=O)Nc2cccc3nsnc23)c(C)c1
 : -53	5	i	i	i	-7	i	i	1.4	i	-15
- CCOC(=O)c1sc(S(C)(=O)=O)c2c1CC(C)(C)C/C2=N/O
 : 6	2	i	i	i	13	i	i	0.2	i	12
- COc1cccc2cc(C(=O)N(C)C)c(=O)oc12
 : -25	4	i	i	i	8	i	i	0.2	i	9
